# SUMO Mot1 rescue = inhibitors of SUMOylation pathway: yeast Mot1-301 growth rescue; S. cerevisiae Mot1-301 growth rescue, ATP luminescence, 38.5C; percent above DMSO median, 100 means doubled; growth rescue, % at 18.8 µM; AID 2716; actives 1% (n = 320,000);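 active = every valid replicate shows activation above 250% relative to neutral control wells; inactive = the rest, any valid replicate at or below 250%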;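 also: OY570 slx delta 5 strain wells were the positive control but not used for scaling; some compounds called inactive have numbers as strong as hits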
# MOR-DOR inv ag = inverse agonist of human OPRM1-OPRD1 heterodimerization. cell-based MOR-DOR heterodimer luminescence, inverse agonism. actives 0.21% (n = 340,000). P35372+P41143. inhibition, % at 9.3 µM. AID 504357; in the data active = inhibition above about 22%, passing the limit was not always enough;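 also: 0% = cells with DMSO and 100% = wells without cells with DMSO; values of inactives mirror those of a sister screen read the other way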
# Target sequence (P35372 whole entry, looked up): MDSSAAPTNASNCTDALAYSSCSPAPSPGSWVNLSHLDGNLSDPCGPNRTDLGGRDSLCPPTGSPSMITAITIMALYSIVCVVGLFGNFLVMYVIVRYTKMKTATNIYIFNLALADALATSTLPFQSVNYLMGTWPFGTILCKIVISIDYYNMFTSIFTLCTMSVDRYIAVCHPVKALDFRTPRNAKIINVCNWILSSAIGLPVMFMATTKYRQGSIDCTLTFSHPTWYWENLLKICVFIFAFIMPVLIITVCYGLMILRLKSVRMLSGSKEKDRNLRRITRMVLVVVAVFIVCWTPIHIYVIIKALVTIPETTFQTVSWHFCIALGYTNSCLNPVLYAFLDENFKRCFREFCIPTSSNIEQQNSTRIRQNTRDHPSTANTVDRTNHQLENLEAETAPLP
# Target sequence (P41143 whole entry, looked up): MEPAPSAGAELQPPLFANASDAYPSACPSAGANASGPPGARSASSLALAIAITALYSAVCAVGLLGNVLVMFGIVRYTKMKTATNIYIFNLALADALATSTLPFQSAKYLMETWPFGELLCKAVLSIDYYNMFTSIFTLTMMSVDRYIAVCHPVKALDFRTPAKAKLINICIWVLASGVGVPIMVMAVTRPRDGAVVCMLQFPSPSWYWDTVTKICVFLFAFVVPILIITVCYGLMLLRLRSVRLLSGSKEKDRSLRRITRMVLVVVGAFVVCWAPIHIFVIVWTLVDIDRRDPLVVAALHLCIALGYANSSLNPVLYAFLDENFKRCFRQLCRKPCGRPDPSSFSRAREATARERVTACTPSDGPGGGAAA
# Arrestin-AP2 inh = blocks beta-arrestin peptide binding to AP2 adaptin. actives 0.31% (n = 340,000). inhibition, % at 10 µM. FITC-arrestin peptide / GST-AP2 beads, flow cytometry; AP2 beta2 appendage carries R879A mutation. AID 504490;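 active = inhibition above a set limit, near 3 SD of compounds lacking own fluorescence, cut at about 54% in these data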;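 also: plate controls were DMSO wells for no effect and 5 µM unlabelled arrestin peptide for full effect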
#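 Measured by: flow cytometry, FL1 (488/535 nm); Material: AP2 appendage R879A on GSH beads; Evaluation: percent response; Timing: pre-incubation 12 min, peptide binding 1 h, room temperature; Also added: 50 nM FITC-arrestin peptide; Medium: PBS with 0.05% Tween 20 and 0.1% BSA.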
# phage Ecoli inh = E. coli growth loss with phage present; actives 0.26% (n = 360,000); inhibition, % at 11.9 µM; growth absorbance; in the data active = inhibition above about 11%
# OPRM1-OPRD1 ag = agonists of human mu-delta opioid receptor heterodimerization; P35372+P41143; cells, OPRM1-OPRD1 heterodimerization, luminescence; activation, % at 9.3 µM; actives 0.3% (n = 340,000); AID 504326; in the data active = activation above about 18%;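 also: 0% = vehicle-treated cells and 100% = reference agonist; values of inactives mirror those of a sister screen read the other way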
# PfHsp90 set2 = growth inhibition of yeast expressing Plasmodium Hsp90; S. cerevisiae expressing PfHsp90, BacTiter-Glo ATP, 48 h; yeast lacking PDR1 and PDR3 efflux regulators; inhibition, % at 9.4 µM; actives 0.32% (n = 310,000);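 active = every replicate shows inhibition above about 80%, whatever the replicate mean, limit read from the data; inconclusive = mean inhibition reaches the set limit but some replicate falls short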;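 also: 0% = DMSO neutral controls and 100% = 20 µM radicicol positive controls; yeast relying on Plasmodium falciparum Hsp90 in place of its own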
# DSG3 Ab inh = inhibitors of pemphigus antibody binding to human desmoglein-3 | P32926 | DSG3-coupled beads, scFv-anti-DSG3-GFP binding, flow cytometry; stronger effect = lower value | binding (percent of control), % at 10 µM | actives 0.48% (n = 310,000) | AID 588358;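 active = binding more than 3 SD below its plate's average and above zero; inconclusive = below that plate limit but binding exactly zero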;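 also: hits lower antibody fragment binding to DSG3; some compounds called inactive have numbers as strong as hits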
# AddAB inh = less growth of phage-infected E. coli with AddAB. actives 0.29% (n = 330,000). E. coli expressing H. pylori AddAB, absorbance growth. inhibition, % at 11.9 µM; in the data active = inhibition above about 12%;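 also: 0% = vehicle wells of infected cells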
# Ecoli viability = bacterial growth inhibition, counter-screen for AddAB inhibitors; E. coli V3065 growth, OD600 absorbance, 18 h; inhibition, % at 11.9 µM; AID 449728; actives 0.27% (n = 330,000);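 active = inhibition above the campaign's mean inhibition across all tested compounds plus 3 SD, cut at about 9.9% in these data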;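 also: uninfected addAB+ strain grown without phage in ampicillin broth; 0% = DMSO wells and 100% = ciprofloxacin 0.95 µg/ml wells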
# Tat export inh = blocks Tat-dependent protein export in E. coli; E. coli MC4100 TorA-mCherry Tat export, fluorescence; inhibition, % at 10 µM; actives 0.036% (n = 340,000); AID 488895;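 active = mean replicate inhibition at least 50% and at least half of replicates individually reaching 50%; inconclusive = only one of the two criteria met; inactive = neither criterion met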;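 also: exported cargo escapes ClpAP degradation while cytoplasmic cargo is degraded and loses fluorescence; 0% = median of neutral control wells and 100% = median of NaSCN control wells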
# PKA-R1A activ = activators of PKA-R1A complex | P00514+P68181 | PKA-R1A dissociation, Cy5-IP20 fluorescence polarization; scaled: DMSO 0%, 113 µM cGMP 100% | activation, % at 11.4 µM | actives 0.083% (n = 340,000) | AID 504707;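 active = percent activation above the mean of all tested compounds plus 3 SD, cut at about 19% in these data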;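 also: higher means more PKAc released from R1A so a rise in polarization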
# The depositor's hits bear a star; ? = inconclusive; . = not tested or not shown; & = joins results of further samples. An unsorted share of the library; overall some 2.8% were active at least once.
SMILES,SUMO Mot1 rescue,MOR-DOR inv ag,Arrestin-AP2 inh,phage Ecoli inh,OPRM1-OPRD1 ag,PfHsp90 set2,DSG3 Ab inh,AddAB inh,Ecoli viability,Tat export inh,PKA-R1A activ
CCN(CCCNc1ncnc2nc[nH]c12)c1cccc(C)c1,-3,-6,12,2.4,1.0,14,101,2.0,-0.4,-1,3
Cc1nnc(N/N=C/c2ccccc2O)n1N,-2,-16,28,3.8,3.2,-10,100,12,7.5,-3,-8
CCOC(=O)Nc1nc2ccc(Cn3cccc3)cc2[nH]1,.,12,2,3.0,-2.7,4,98,.,.,8,4
CC1(C)CC2CC(C)(CN2S(=O)(=O)c2ccccc2[N+](=O)[O-])C1 (stereo not drawn),6,-20,-3,0.5,4.8,-9,.,-0.3,1.1,3,-17
O=C(O)c1cc(-c2cccs2)nn1-c1cccc(Cl)c1,-8,13,39,1.5,-2.6,12,105,-2.4,-1.6,-3,-8
O=C1CCCCC1,-16,-2,-13,1.8,0.5,9,101,0.0,-1.2,-3,-4
CC(=O)Nc1ccc(NC(=O)Cn2cnc(S(=O)(=O)N3CCOCC3)c2)cc1,7,9,0,-3.3,-1.8,27,110,3.4,3.3,17,8
CCOC(=O)c1sc(Nc2nc3c(F)cccc3s2)cc1C,-5,-19,4,3.8,4.3,-8,78*,3.9,0.2,-11,-7
CC(=O)c1cnn(-c2nc3c(C)cccc3s2)c1C,-11,-2,2,2.0,0.4,-8,110,-1.7,-2.4,3,16
COc1cc(NS(=O)(=O)c2ccc(NC(=O)/C(=C/c3ccccc3Cl)NC(=O)c3ccccc3)cc2)nc(OC)n1,15,3,-3,3.3,-0.6,-22,94,3.2,2.2,-8,4
CC(C)Cc1cc(-c2ccco2)c(C#N)c(N)n1,94,-3,14,.,0.5,22,74,-1.5,-1.2,-2,4
O=C(O)/C=C\C(=O)Nc1ccccc1C(=O)N1CCN(c2ccc(Cl)cc2)CC1,-10,9,-3,1.3,-2.1,12,104,2.7,-0.2,5,-9
CCCCC(=O)Nc1cccc(NC(=S)NC(C)=O)c1,-12,11,7,3.3,-2.2,5,.,3.3,1.0,-5,-15
CC(C)(C)[C@@H]1CCC(=O)N(CC[C@H](Sc2ccc(Br)cc2)c2ccccc2)CC1,0,-10,-4,-1.0,1.9,-11,110,0.6,0.8,10,1
C#CCOCCOCCOCCNc1nc(N2CCN(C(=O)[C@H](CCC(=O)O)n3cc(C(N)CO)nn3)CC2)nc(N2CCN(C(=O)[C@H](Cc3cc4ccccc4[nH]3)n3cc(C(N)[C@H](C)CC)nn3)CC2)n1 (stereo partly drawn),0,15,-10,.,-2.7,.,104,0.8,-3.0,-3,2
CCOC(=O)N1CCN(C(=O)c2ccc3c(c2)N(Cc2cc(C)ccc2C)C(=O)c2ccccc2S3=O)CC1 (stereo not drawn),-2,10,-5,1.6,-1.9,4,105,3.5,-3.4,7,-5
Cc1ccc(-c2c(C#N)c(N)n3c(nc4ccccc43)c2C#N)cc1,19,-20,-3,4.1,4.1,.,120,2.8,-2.0,-2,-8
Cc1cc(NC(=O)CSc2nc(=O)cc(N)n2-c2ccc(F)cc2)no1,17,0,-5,0.4,0.0,21,.,0.4,-0.2,-7,5
CC(=O)c1cc2ccccc2oc1=O,-10,10,-1,5.2,-2.0,26,102,3.4,0.0,1,-6
Cc1ccc(S(=O)(=O)Oc2ccc(/C=C(/NC(=O)c3ccccc3)C(=O)NCC(=O)O)cc2)cc1,6,.,17,3.9,.,-9,100,1.6,1.1,3,.
O=C(Nc1cccc(Cl)c1Cl)C1CCN(c2ncccn2)CC1,-8,16,2,0.5,-3.5,.,104,1.4,0.1,2,4
Cc1nc2ccccc2c(C)c1C(=O)c1ccc(F)cc1,12,10,-4,3.4,-1.7,-1,101,5.1,3.7,0,7
COc1ccccc1N(CC(=O)NCCc1ccccc1)C(=O)CCC(=O)Nc1cc(C)ccn1,80,-3,17,-0.4,0.4,5,126,2.0,-0.8,-2,5
CCOC(=O)c1cc(C)n(Cc2ccccc2)c1C,8,-12,0,2.1,2.4,-5,.,1.9,0.5,1,-9
Cc1[nH]n(-c2ccc(Cl)cc2)c(=O)c1N=Nc1cccnc1,-4,14,2,0.5,-2.6,-13,102,2.9,-0.2,-10,7
Cc1ccc(S(=O)(=O)N2CCCN(C)c3nc4ccccc4nc32)cc1,25,-8,-6,4.2,2.0,-5,133,-1.4,-3.0,14,-6
Cc1ccccc1NC(=S)N(CCc1c(C)[nH]c2ccc(F)cc12)Cc1ccncc1,-20,5,-10,2.5,-0.9,-18,99,-2.6,1.2,3,-7
Cc1ccc(C(C)C)c(OCCN)c1,-26,3,38,3.4,-0.5,11,106,2.5,-0.1,-3,-5
CC(OC(=O)C1=COCCO1)C(=O)Nc1ccc(Cl)cn1 (stereo not drawn),.,-23,15,6.7,3.7,25,100,3.7,2.3,-11,0
Cc1ccc2c(c1)C(=O)C(=O)N2c1ccc(Cl)cc1,98,58*,24,2.2,-10,5,101,2.7,0.3,7,3
N#C/C(=N\Nc1ccccc1Cl)C(=O)c1ccccc1,6,16,21,2.5,-2.9,.,97,2.1,-1.5,4,5
COc1ccc(-c2oc3ccc(-c4cc(OC)c(OC)c(OC)c4)cc3c2C#Cc2ccccn2)cc1,-23,8,-9,3.5,-1.4,7,98,1.7,0.3,-8,15
O=c1c(Cl)c(NCc2ccc(F)cc2Cl)cnn1C12CC3CC(CC(C3)C1)C2,10,11,-1,1.0,-2.1,16,93,-2.2,-4.5,-8,-2
Cc1ccc(NC(=O)C2CCC(C(C)(C)C)CC2)cc1S(=O)(=O)N1CCOCC1 (stereo not drawn),-13,-42,-3,1.9,8.2,4,92,-3.9,-5.3,12,0
CCC(C)OC(=O)C1C(c2ccccc2)C(C(=O)O)C1c1ccccc1 (stereo not drawn),-3,9,-7,1.6,-1.8,.,100,2.9,-0.8,-4,-8
COc1ccc(-c2oc3ccccc3c2C#Cc2cncn2C)cc1,-10,17,22,-1.6,-3.0,-14,.,0.0,-1.5,-3,-2
CC(C)NC(=O)/C(=C\c1cccc([N+](=O)[O-])c1)NC(=O)c1ccccc1,2,-3,-1,2.8,0.5,-4,102,-0.4,-1.7,-7,6
Cc1cccc(C)c1OCc1nc2ccccc2[nH]1,2,-2,8,5.5,0.3,-10,126,1.3,-1.6,-15,-4
COc1cc(NC(=O)CCN2CCN(C)CC2)cc(OC)c1,1,13,-9,0.6,-2.6,-19,119,2.6,-0.8,-5,8
COc1ccc(NC(=O)c2cc(=O)c3ccccc3o2)cc1Cl,-7,4,2,-0.4,-0.9,11,107,1.6,0.7,2,1
CC1CCN(S(=O)(=O)c2ccc(S(=O)(=O)NCc3ccco3)cc2)CC1,-7,-7,1,1.7,1.2,-16,105,2.0,2.1,3,2
CCCCC1(CC(=O)OCC)C(=O)N(c2ccccc2)N(c2ccccc2)C1=O,104,-2,31,1.6,0.3,-11,94,3.6,-0.3,2,-11
O=C(CCn1cccc1)N1CCc2ccccc21,8,14,6,0.8,-2.5,1,108,0.5,0.3,1,-1
O=C(CSc1nc2ccccc2c(=O)n1-c1ccc(F)cc1F)c1c[nH]c2ccccc12,-13,8,5,1.1,-1.5,-6,100,2.5,1.0,-1,-9
CC12CCC(=O)N1C(C(=O)Nc1ccc(F)c(Cl)c1)CS2 (stereo not drawn),-1,6,-6,0.5,-1.0,.,99,-2.2,-1.1,3,-3
O=C(Nc1cccc(-c2nc3ccccc3[nH]2)c1)c1ccc(C(=O)Nc2cccc(-c3nc4ccccc4[nH]3)c2)cc1,-14,8,35,1.2,-1.8,-11,119,-2.1,-2.9,-2,-2
COc1ccc(/C=N/NC(=O)c2c(C)nc3ccccn23)cc1[N+](=O)[O-],569*,15,4,3.8,-3.0,-20,98,1.2,0.5,10,-5
Cc1ccc(NC(=O)CN2C(=O)NC(C)(c3ccc(Cl)cc3)C2=O)cc1 (stereo not drawn),-6,10,35,1.8,-1.9,-18,88,3.0,1.3,-3,-6
C=CCn1c(SCn2nnc3ccccc3c2=O)nnc1-c1ccc(Br)cc1,4,27,-16,1.4,-5.9,61,.,1.4,-0.3,30,1
CCCC1=C(C(=O)OCC)C(c2cccs2)n2ncnc2N1 (stereo not drawn),7,9,30,-1.5,-1.8,6,108,2.8,-3.1,7,0
# Later entries.
SMILES,SUMO Mot1 rescue,MOR-DOR inv ag,Arrestin-AP2 inh,phage Ecoli inh,OPRM1-OPRD1 ag,PfHsp90 set2,DSG3 Ab inh,AddAB inh,Ecoli viability,Tat export inh,PKA-R1A activ
COc1ccc(NC(=O)c2cc([N+](=O)[O-])ccc2N2CCCC2)cc1S(N)(=O)=O,.,13,-9,3.3,-2.6,19,105,.,.,-5,8
Cn1c(=O)n(CC(=O)O)c(=O)c2c1nc1n2CCS1,-5&25,14&15,-4&-5,-0.1&4.2,-2.5&-3.1,-13&-11,.,-0.1&-1.0,1.6&0.7,2&0,12&4
COc1cc2c(cc1OC)C(C)N(C(=O)Cn1ncc3c1-c1cc(C)ccc1OC3)CC2 (stereo not drawn),-12,-1,30,-1.1,0.3,.,108,4.8,-0.7,6,0
Cc1ccc2nc(SCCC#N)nc(C)c2c1,-3,4,3,1.4,-0.7,2,.,2.4,-1.0,0,1
COc1ccc(CCNC(=O)C2CC(O)CN2S(=O)(=O)c2ccc(Cl)cc2)cc1OC (stereo not drawn),-1,7,10,3.0,-1.5,7,90,-3.0,-2.0,16,7
c1ccc(CN2CCN(CCN3CCn4c3nc3ccccc34)CC2)cc1,112,.,-3,1.5,.,-45,102,1.4,-2.4,-4,-4
COc1cccc(C(=O)NCC(=O)N2CCC3(CC2)NCCc2[nH]cnc23)c1,81,9,6,-1.2,-1.6,-43,.,4.2,0.9,-6,-1
Cc1ccc(SCc2cc(=O)[nH]c(N3CCOCC3)n2)cc1,150,11,6,3.8,-1.7,43,.,-1.3,-3.3,16,-5
O=C(CN1CCN(c2ccccc2)CC1)N1N=CCC1c1ccccc1 (stereo not drawn),16,-2,0,3.2,0.5,10,105,-0.8,-0.5,?,3
COCC1CCCCN1Cc1cn[nH]c1-c1ccc(OC)cc1OC (stereo not drawn),-5,6,-24,-2.3,-1.3,.,123,-0.1,1.9,-13,-13
Cc1ccc(/C=N/N2CCN(Cc3ccccc3)CC2)s1,1,-3,-7,4.1,0.7,7,87,1.1,-1.1,-8,2
